Source: PubChem BioAssay
DRD3 agonist: qHTS of D3 Dopamine Receptor Agonist: qHTS; D(3) dopamine receptor (Homo sapiens), P35462; D3R DiscoveRx beta-arrestin cells, luminescence, 90 min; max activation, %; 0.58% of 410,000 active; in the data active means max activation above about 30%; further: 0% is about no effect; mostly tested at two doses, the higher about 12 µM
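Agonist-mode cell screen: cells plated at 1500/well and incubated overnight at 37 °C, then exposed to library compounds for 90 min at 37 °C. Detection reagent was added for 30–60 min at room temperature, and luminescence was read.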
EPAC2 antagonist: qHTS for Antagonist of cAMP-regulated guanine nucleotide exchange factor 2 (EPAC2): primary screen; Rap guanine nucleotide exchange factor 4 (Homo sapiens), Q8WZA2; EPAC2 GEF exchange of Rap1B-BODIPY-GDP, fluorescence; Potency, µM (highest dose often 114 µM), for the others: top-dose activity, negative = inhibition, actives largely listed as inhibitors; 0.18% of 360,000 active; AID 720708, 2013; further: potency means the concentration at half of the fitted maximal effect; on the % scale 0 is the no-effect control and ±100 the full control effect; nearly all actives have a fitted effect of over 45% in size; many of its hits are not listed in these tables
Target sequence (Q8WZA2 whole entry, looked up): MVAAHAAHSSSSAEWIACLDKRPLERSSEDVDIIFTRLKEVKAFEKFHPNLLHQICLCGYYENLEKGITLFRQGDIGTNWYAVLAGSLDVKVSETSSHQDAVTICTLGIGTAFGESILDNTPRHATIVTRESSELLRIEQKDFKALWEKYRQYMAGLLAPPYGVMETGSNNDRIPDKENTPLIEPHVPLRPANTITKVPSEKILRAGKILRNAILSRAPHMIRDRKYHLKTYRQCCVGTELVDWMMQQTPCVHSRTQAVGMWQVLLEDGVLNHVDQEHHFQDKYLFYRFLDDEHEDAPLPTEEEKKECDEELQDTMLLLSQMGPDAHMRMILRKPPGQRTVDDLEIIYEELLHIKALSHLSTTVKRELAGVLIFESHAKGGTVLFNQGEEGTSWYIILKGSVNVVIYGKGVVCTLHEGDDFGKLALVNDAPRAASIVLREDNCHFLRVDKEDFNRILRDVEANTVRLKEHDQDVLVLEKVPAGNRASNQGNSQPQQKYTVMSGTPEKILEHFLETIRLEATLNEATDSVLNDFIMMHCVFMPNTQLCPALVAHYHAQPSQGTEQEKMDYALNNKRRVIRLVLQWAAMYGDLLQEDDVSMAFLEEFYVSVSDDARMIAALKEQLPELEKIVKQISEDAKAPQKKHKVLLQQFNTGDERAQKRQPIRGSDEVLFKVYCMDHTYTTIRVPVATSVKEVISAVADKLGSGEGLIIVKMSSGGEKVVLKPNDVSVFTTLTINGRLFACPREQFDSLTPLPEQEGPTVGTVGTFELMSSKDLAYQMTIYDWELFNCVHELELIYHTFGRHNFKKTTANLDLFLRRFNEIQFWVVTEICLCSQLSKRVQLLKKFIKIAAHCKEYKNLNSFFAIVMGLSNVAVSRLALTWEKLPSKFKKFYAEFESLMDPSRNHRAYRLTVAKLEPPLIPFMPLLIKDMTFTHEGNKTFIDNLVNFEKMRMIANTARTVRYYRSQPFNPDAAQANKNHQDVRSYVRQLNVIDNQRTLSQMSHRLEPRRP
Abeta yeast res: qHTS for compounds that reverse cellular toxicity of Amyloid beta (A-beta) peptide in yeast: Primary Screen. yeast expressing A-beta42, growth rescue, OD600, 48 h; response scale: 0% DMSO, 100% iron-clioquinol control. 0.063% of 410,000 active. AID 1347071, 2019. Potency, µM (series often up to 46.1 µM), for the others: top-dose growth rescue, actives largely listed as activators; further: potency means the concentration at half of the fitted maximal effect; nearly all actives have a fitted effect of over 55% in size
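Growth rescue measured by 600 nm absorbance after 48 h yeast culture at 30 C with compound. Values normalized between DMSO and an equimolar ferric chloride plus clioquinol control.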
D3 antag: qHTS of D3 Dopamine Receptor Antagonist: qHTS | D(3) dopamine receptor (Homo sapiens), P35462 | D3R cells, DiscoveRx beta-arrestin luminescence, antagonist mode; stronger effect = lower value | max response, negative = inhibition, % | 2.5% of 360,000 active | AID 652054, 2013; in the data active means max response below about -50%; inconclusive means no clear call, values can overlap the other calls; further: on the % scale 0 is the no-effect control and ±100 the full control effect; mostly tested at two doses, the higher about 12 µM
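Cells plated overnight at 1500 cells/well, then exposed to library compounds with dopamine controls for 90 minutes at 37 degrees C. DiscoveRx reagent added for 30–60 minutes at room temperature; luminescence read, quantitative HTS format.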
EPAC2 ag: qHTS for Agonist of cAMP-regulated guanine nucleotide exchange factor 4 (EPAC2): primary screen | Rap guanine nucleotide exchange factor 4 (Homo sapiens), Q8WZA2 | EPAC2 activation, biochemical qHTS; response scale: 100% = 6.5 mM cAMP response | Potency, µM (highest dose often 154 µM), for the others: top-dose activation, usual class: activators | 0.079% of 360,000 active; further: potency means the concentration at half of the fitted maximal effect; nearly all actives have a fitted effect of over 50% in size
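Setup: EPAC2 100 nM, labeled Rap1B complex 250 nM, free GDP 50 uM. Compound titrations pinned in, brief spin, 5 min room temperature incubation. Kinetic fluorescence read over 30 min, normalized to 6.5 mM cAMP.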
FUS yeast rescue: qHTS for Suppressors of FUS Proteinopathy: Primary screen using FUS-linked yeast assay. S. cerevisiae FUS-expressing, growth rescue, OD600, 24 h. Potency, µM (top dose mostly 76.6 µM), for the others: at the highest dose growth rescue (activation), most hits filed as activators. 0.24% of 390,000 active. AID 1347120, 2019;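 further: potency means the concentration at half of the fitted maximal effect; plate controls were DMSO vehicle for no effect and reference control for full effect; nearly all actives have a fitted effect of over 55% in size; some results filed as inactive show a strong effect at the top dose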
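Toxicity suppression screen in FUS-yeast. Cells induced with 2% galactose, starting OD 0.005, treated 24hr at 30C with compounds at multiple final concentrations; growth by OD600.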
TDP-43 yeast inh: qHTS of TDP-43 Inhibitors | Potency, µM (doses to about 46.1 µM), inactives show top-dose growth rescue (activation), hits mostly activators | AID 652104, 2013 | 1.8% of 410,000 active | TDP-43 expressing yeast growth rescue, BacTiter-Glo, 24 h; further: potency means the concentration at half of the fitted maximal effect; % of control where 0% means no effect; nearly all actives have a fitted effect of over 50% in size
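Growth rescue of TDP-43-toxic yeast measured as ATP luminescence (BacTiter-Glo). Cells grown to mid-log in raffinose, induced in galactose at OD600=0.02, exposed to compound 24 hr at 30 deg C.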
aSyn yeast inh: qHTS of alpha-syn Inhibitors. Potency, µM (doses to about 46.1 µM), without a hit: at the highest dose growth rescue (activation), hits mostly activators. Yeast expressing alpha-synuclein, growth rescue, BacTiter-Glo, 24 h. 0.14% of 370,000 active; further: potency means the concentration at half of the fitted maximal effect; % of control where 0% means no effect; nearly all actives have a fitted effect of over 65% in size
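Rescue of yeast growth: cells expressing toxic alpha-synuclein, induced in galactose at OD600 0.02, incubated with compound 24 h at 30 C. ATP luminescence quantified growth; inhibitors of toxicity appear as activators.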
* = called active by the depositor; ? = inconclusive; . = not tested or not shown; & = joins results of further samples; [ ] = remark or other dose. Unless noted, the call rests on the fitted dose curve; in most records, active means well fitted curve in the direction sought with a large enough effect; inconclusive means small, poorly fitted or top-dose-only effect, or another doubt; inactive means no such curve, though single readings can be large; an effect the other way counts as inactive or inconclusive. Only part of the results is shown; rates above refer to the full screens.

SMILES	DRD3 agonist	EPAC2 antagonist	Abeta yeast res	D3 antag	EPAC2 ag	FUS yeast rescue	TDP-43 yeast inh	aSyn yeast inh
Cc1ccc(C(=O)c2ccccc2C(=O)OCC(=O)N2CCCC2)cc1	-9.2	-3.3%	-3.8%	-8.5	1.9%	-10.8%	-5.9%	4.4%
CCN(CC)c1ccc(/C=N/NC(=S)NCc2ccco2)cc1	-2.0	-3.1%	6.4%	?	-4.9%	28.7%	24.4%	1.3%
CN1CCC(Oc2ccccc2Sc2ccccc2)CC1	-6.6	-0.2%	1.4%	-63.4*	-2.0%	3.7%	-12.1%	0.0%
COc1ccc(C(O)P(=O)(OC2CCCCC2)c2ccc(N(C)C)cc2)cc1OC (stereo unspecified)	2.0	4.4%	6.6%	6.6	9.4%	13.0%	18.5%	-2.9%
CCN1C(=O)C(=O)N(CC(=O)N(C)CC(=O)Nc2ccccc2Cl)C1=O	-2.1	-2.0%	8.5%	18.1	-0.7%	-1.3%	23.1%	0.9%
O=C(CN1C(=O)NC(c2ccccc2)(c2ccccc2)C1=O)N1CCOCC1	-11.8	2.1%	5.8%	12.1	-1.5%	-1.7%	16.0%	2.2%[1.84 µM]
Cc1ccc(/C=N/NC(=O)c2csc3c2CCCC3)cc1	-8.4	4.3%	8.0%	14.4	17.0%	.	-5.4%	7.0%
S=c1nc(-c2ccccc2)n(Cc2cccnc2)c2c1CCCC2	-1.3	1.9%	1.3%	2.8	8.4%	-3.6%	5.9%	?
Cc1sc(NC(=O)c2ccco2)c(CN2CCN(Cc3ccccc3)CC2)c1C	-8.3	-12.6%	6.1%	22.2	0.3%	11.6%	-14.9%	8.1%
CCOc1ccc(S(=O)(=O)Nc2nccs2)cc1	-14.6	-2.5%	2.7%	-17.7	10.8%	43.7%	-28.4%	-2.1%
COc1ccc(-c2cc(-c3ccccc3)nc(NN)n2)cc1OC	-8.1	-8.9%	28.9%	?	7.5%	21.8%	22.9%	0.0%
Cc1ccc(N=C2SCCCN2C(=O)C2=COCCO2)cc1Cl	-0.2	-6.4%	-7.5%	-1.2	-1.6%	25.5%	1.0%	-1.7%
NS(=O)(=O)c1ccc(NC(=O)COC(=O)CC2Sc3ccccc3NC2=O)cc1 (stereo unspecified)	0.1	2.5%	4.5%	4.3	7.4%	9.1%	24.1%	1.6%
CCCCCOC(=O)c1ccc(Nc2nc(C(=O)OCC)nc3ccccc23)cc1	4.1	.	1.9%	.	.	-21.9%	0.0%	.
COc1ccc(-n2c(=O)cc(N3CCN(c4ccccc4F)CC3)[nH]c2=O)cc1	0.5	1.7%	-6.4%	-6.3	-1.7%	7.6%	-15.0%	-8.8%
N#C/C(=N\Nc1cccc(C(F)(F)F)c1)C(=O)c1ccsc1	6.4	?	-5.0%	-5.9	-5.8%	-4.2%	10µM*	-23.7%
CCOC(=O)c1cncc(O)c1	3.9	-12.2%	7.4%	6.1	-2.1%	-15.3%	-2.1%	2.2%
O=C1CSC(=S)N1N=Cc1c(F)cccc1Cl	4.6	-5.8%	15.3%	9.6	3.6%	14.6%	3.3%	4.3%
COC(=O)c1c(NC(=O)C2CCC2)sc(C(=O)N(C)C)c1C	19.6	6.7%	26.3%	-8.4	3.7%	16.7%	-12.5%	7.2%
COC(=O)Cn1c(C)nc(=O)c(-c2ccccc2)c1C	-4.0	?	-4.7%	3.1	-8.9%	-11.1%	-12.6%	-0.7%
O=C(Nc1ccc(Cl)c(Cl)c1)N1CC=CCC1	4.5	5.0%	2.9%	3.9	-0.5%	-25.8%	8.4%	-25.7%
CC(C)CCNC(=O)c1ccc2c(c1)N(Cc1ccccc1F)C(=O)c1ccccc1S2(=O)=O	-10.2	.	-0.9%	.	.	43.2%	19.8%	.
COc1ccc(F)cc1S(=O)(=O)NCc1cc(=O)n(C)c(=O)n1C	-15.0	0.9%	1.7%	0.0	2.6%	-4.9%	-8.2%	12.1%
CCOc1ccc(C2C(C(N)=O)=C(C)Nc3nc(SCc4ccccc4)nn32)cc1 (stereo unspecified)	7.8	.	-11.3%	.	.	17.9%	16.4%	.
Cc1cc2c(c(C)nn2-c2ccccc2)c(=O)o1	3.1	12.3%	8.8%	7.8	3.6%	-14.1%	17.3%	11.7%

Entries of single compounds, looked up by structure:
Listed for O=C(CN1C(=O)NC(c2ccccc2)(c2ccccc2)C1=O)N1CCOCC1 → DRD3 agonist = -11.8; EPAC2 antagonist = 2.1%; Abeta yeast res = 5.8%; D3 antag = 12.1; EPAC2 ag = -1.5%; FUS yeast rescue = -1.7%; TDP-43 yeast inh = 16.0%; aSyn yeast inh = 2.2%[1.84 µM]
Listed for Cc1ccc(C(=O)c2ccccc2C(=O)OCC(=O)N2CCCC2)cc1 → DRD3 agonist = -9.2; EPAC2 antagonist = -3.3%; Abeta yeast res = -3.8%; D3 antag = -8.5; EPAC2 ag = 1.9%; FUS yeast rescue = -10.8%; TDP-43 yeast inh = -5.9%; aSyn yeast inh = 4.4%

Following part.
SMILES	DRD3 agonist	EPAC2 antagonist	Abeta yeast res	D3 antag	EPAC2 ag	FUS yeast rescue	TDP-43 yeast inh	aSyn yeast inh
CC(=O)Nc1ccccc1NC(=O)c1cc(C)cc(C)c1	-9.7	5.5%	-16.8%	-10.3	9.4%	22.1%	26.9%	9.6%
COc1cc(CNCCc2c[nH]c3ccccc23)ccc1OCc1ccc(F)cc1	-11.0	3.7%	1.2%	?	2.9%	.	21.2%	2.7%
O=c1c2[nH]c3ccccc3c2ncn1CCCn1ccnc1	2.2	15.3%	3.0%	-5.8	4.1%	29.7%	18.2%	-15.3%
Cc1nc(-c2ccc(F)cc2)c(CC(=O)N(C)CC(=O)Nc2cccc(F)c2)s1	2.9	11.6%	0.1%	10.5	4.1%	-32.3%	9.7%	0.5%
CCOC(=O)c1cc2c(c(-c3ccccc3)n1)[C@@H](CCO)N(S(=O)(=O)C(C)(C)C)C2	-20.6	-0.8%	-1.2%	-19.4	6.8%	-13.5%	-7.6%	12.5%
Cc1cccc(C)c1OCc1cc(C(=O)N(C)Cc2cc(C3CC3)n[nH]2)no1	-15.3	-19.7%	8.8%	-13.7	12.0%	.	?	7.0%
COc1ccc(C(=O)N(C)C(C)c2nccs2)cc1OC1CCN(C(C)=O)CC1 (stereo unspecified)	-6.3	15.5%	6.4%	-22.5	7.1%	-9.8%	1.2%	-5.2%
Cc1cccc(C(=O)OCC(=O)Nc2c(C)nn(-c3ccccc3)c2C)c1O	11.5	-8.3%	-6.3%	13.5	-2.1%	-3.7%	-9.8%	3.1%
CCOC(=O)Cc1csc(NC(=O)c2cc(C)c(C)s2)n1	3.6	9.9%	7.9%	2.5	5.3%	.	21.6%	-11.7%
Cc1cc(C)nc(N/N=C/c2c[nH]c3ccccc23)n1	8.3	5.5%	6.3%	-15.8	11.2%	21.3%	-5.5%	-0.3%
Cc1ccccc1NC(=O)c1cc2ccccc2o1	-2.6&1.4	-12.4%	2.4%&-1.1%	-1.1	0.5%	-20.0%&-27.4%	?	-1.2%
O=C1CCN(S(=O)(=O)c2ccccc2)N1	-1.0	7.8%	-12.6%	-6.9	9.0%	1.1%	3.6%	0.0%
CCCCCNC(=O)CCn1c(=O)oc2ccccc21	1.1	2.4%	17.0%	?	-3.2%	6.5%	17.2%	-9.4%
Cc1ccc2c(=O)c(C(=O)c3ccc(F)cc3)cn(CC(=O)NCCc3ccccc3)c2n1	-18.5	.	-20.7%	.	.	7.3%	-1.9%	.
O=C(NN1C(=O)/C(=C/c2ccc(O)c(O)c2)SC1=S)c1ccccc1	10.6	-19.9%	-24.9%	-63.0*	3.2%	33.1%	-22.0%	-20.7%
Nc1ccccc1OCP(=O)(c1ccccc1)c1ccccc1	0.6	15.2%	1.5%	10.0	3.5%	-14.2%	15.2%	6.2%
COCc1cc(C)nc(N/N=C/c2ccc(Cl)c(Cl)c2)c1C#N	1.8	2.3%	2.8%	5.5	5.1%	-21.3%	8.6%	-4.0%
CCOC(=O)C1=C(C(F)(F)F)Nc2ncnn2C1c1cc(OC)ccc1OC (stereo unspecified)	3.5	8.2%	-1.8%	13.1	1.0%	.	8.5%	0.2%
CCOC(=O)C(CC)Sc1ncnc2nc[nH]c12 (stereo unspecified)	0.5	14.9%	0.0%	14.2	1.9%	-4.9%	14.7%	-1.0%
O=C(Nc1ccccc1O)c1cc(S(=O)(=O)N2CCOCC2)c(Cl)cc1Cl	-10.9	-21.5%	-9.7%	26.9	1.8%	?	-21.5%	-1.4%
Cc1ccc(-c2cc3c(n2-c2ccc(F)cc2)CC(C)(C)CC3=O)cc1	-3.9	.	-11.9%	.	.	-4.3%	8.0%	.
NC(=O)NC(=O)COC(=O)c1ccc(Cl)c(S(=O)(=O)N(Cc2ccccc2)c2ccc(Cl)cc2)c1	2.7	-2.9%	6.4%	-8.0	10.2%	43.8%	16.2%	7.0%
Cc1ccc(OCCNC(=O)c2cccc(S(=O)(=O)N3CCN(Cc4ccccc4)CC3)c2)cc1	3.7	-3.6%	8.7%	-6.7	7.0%	16.7%	20.1%	0.5%
O=C(/C=C/c1ccc(F)cc1)N1CCN(c2ncccn2)CC1	-6.4	-0.7%	-10.7%	-6.3	7.2%	-12.7%	-3.8%	-7.9%
O=C(O)C1CCC(=O)N1Cc1ccccc1Cl (stereo unspecified)	7.0	12.7%	0.1%	12.4	3.7%	-19.1%	-5.9%	-10.8%
Cn1c(C(=O)NCCN2CCc3ccccc3C2)cc2c(=O)n(C)c3ccccc3c21	-12.2	-0.1%	-1.2%	-88.2*	6.2%	22.1%	13.2%	7.9%
CC(=O)c1ccc(NC(=S)Nc2ccn(Cc3ccc(Br)cc3)n2)cc1	-0.5	-0.5%	-11.3%	-8.5	0.4%	17.3%	?	0.9%
C=CCn1c(SCC(=O)NCc2ccc3c(c2)OCO3)nc2scc(-c3ccccc3)c2c1=O	-1.5	0.2%	6.8%	0.6	-2.7%	-10.2%	2.8%	1.6%
